Screening results from PubChem BioAssay.
SRC1 TRFRET art – TR-FRET detection interference compounds, primary screen, artefact control for PPARgamma SRC-1 recruitment agonists, biochemical, TR-FRET emission ratio. TR-FRET ratio at 8 µM. AID 1051, 2008. actives 0.34% (n = 99,000). TR-FRET detection artefact counter-screen; active compounds read high; in the data active means TR-FRET ratio above about 2300; further: inactives centre near 1800
SRC3 TRFRET art – TR-FRET detection interference compounds, artefact control for PPARgamma SRC-3 recruitment agonists, biochemical, TR-FRET ratio. TR-FRET ratio at 8 µM. actives 0.39% (n = 99,000). TR-FRET artefact counter-screen, PPARgamma/SRC-3 format; active compounds read high. AID 1048, 2008; in the data active means TR-FRET ratio above about 2000; further: inactives centre near 1600
* = called active by the depositor. Only part of the results is shown (hit frequency here may not be typical).

SMILES	SRC1 TRFRET art	SRC3 TRFRET art
COc1ccc(N(CC(=O)NCCc2ccc(Cl)cc2)S(=O)(=O)c2c(C)[nH]c(=O)[nH]c2=O)cc1	1492	1570
COC(=O)c1ccc(C(=O)NC(=S)Nc2ccc3nc(SC)sc3c2)cc1	1550	1506
COc1ccc(N2C(=O)CSC(c3ccccc3)C2=O)cc1 (stereo not drawn)	1743	1713
COc1ccc(CNc2oc(-c3cccc4ccccc34)nc2P(=O)(OC)OC)cc1	1774	1619
O=C(CCSCCC(=O)Nc1ccccc1F)Nc1ccccc1F	2169	1639
COCCn1cc(C(=O)NCCCN2CCC(C)CC2)c2c3ccccc3n(C)c2c1=O	1945	1704
Cc1cc(C)nc(Nc2n[nH]c(C)n2)n1	1974	1587
Cc1cc(O)c(C(=O)Cc2csc(C)n2)c(O)c1	1808	1504
COc1ccc(OC)c(C2C3=C(CC(C)(C)CC3=O)Nc3nnnn32)c1 (stereo not drawn)	1851	1416
CCOc1ccc(C=Nc2cccc3ncccc23)cc1	1856	1466
C=C(C)CNC(=S)Nc1nc2c(cc1C(=O)OCC)CCCC2	1793	1548
C/C=C/c1ccc(OCCSc2nc(C)cc(=O)[nH]2)c(OC)c1	1647	1417
CC(C)C(OC(=O)CCCC(=O)Nc1nccs1)C(=O)NC1CCCCC1 (stereo not drawn)	1810	1551
CC(=O)Nc1ccc(N2CCCC(C)C2)c([N+](=O)[O-])c1 (stereo not drawn)	1862	1640
COc1ccccc1NC(=O)Nc1ccc(Cc2ccncc2)cc1	1716	1609
C=CCNC(=O)c1ccccc1NC(=O)c1ccc(Cl)c(S(=O)(=O)Nc2cccc(C)c2C)c1	1897	1712
Cc1cc(Br)ccc1OCCCCN1CCCCC1	1712	1465
O=C(O)CN1C(=O)C2C3CC(C2C1=O)C1C(c2ccc(Cl)cc2)c2sc(=O)[nH]c2SC31 (stereo not drawn)	1808	1417
CC(NS(=O)(=O)c1ccc(Cl)c(Cl)c1)C(=O)OCC(=O)Nc1ccc2c(c1)OCO2 (stereo not drawn)	1917	1576
Nc1ncnc(NCc2ccccc2)c1[N+](=O)[O-]	1579	1634
COc1cc2oc(=O)c3c(c2cc1OCC(=O)c1c(C)n(C)c2ccccc12)CCCC3	1424	1512
CC(C)CSc1n[nH]c(N)n1	1605	1781
COC(=O)[C@@]1(Cc2ccc(F)cc2)[C@H]2c3cc(C(=O)N(C)C)n(CCSCCO)c3C[C@H]2CN1C(=O)c1ccccc1	1963	1707
Cc1oc2nc(SCCCC(=O)NCCCO)nc(N)c2c1C	1628	1568
O=C(O)c1cccc(N2C(=S)N=C(Nc3ccccc3)C23CCCCC3)c1	1850	1408
CCN(CC)S(=O)(=O)c1ccc(N2CCOCC2)c(NC(=O)c2ccccc2F)c1	1877	1454
Cc1cccc(/C=N/NC(=O)c2cccc([N+](=O)[O-])c2)n1	1728	1591
O=C(Nc1ccc(N2CCOCC2)cc1)C1CCN(S(=O)(=O)c2ccc3c(c2)OCCO3)CC1	1703	1544
O=C(CSc1ccc(F)cc1)Nc1ccc(Br)cc1	1645	1356
CC(C)N(C)CCOC(=O)c1ccccc1Cl	1700	1582
Cc1ccc(N2C(=O)c3ccccc3C2O)nc1 (stereo not drawn)	1738	1610
CN(Cc1nccn1C)C(=O)CC1C(=O)NCCN1Cc1cccc(Oc2ccccc2)c1 (stereo not drawn)	1659	1742
CCOC(=O)c1c(CN2CCN(C)CC2)n(C)c2cc(Br)c(OC)cc12	1892	1315
CN(C)/C=N/c1nccc(-c2cccs2)n1	1818	1685
O=C(CNC(=O)c1ccc2c(c1)OCO2)N/N=C(Br)/C=C/c1ccccc1	1590	1514
CCOC(=O)c1c(C)[nH]c(=S)c(C#N)c1-c1ccccc1	1633	1471
CC(/C=C/c1ccc(N(C)C)cc1)=N\N=C(/N)SC1CC(=O)N(c2ccc(C(=O)O)cc2)C1=O (stereo not drawn)	2229	1852
O=C(NCc1ccc(F)cc1F)c1cc(COc2c(F)cccc2F)on1	1480	1491
CCOC(=O)c1sc(=S)n(C)c1NC(=O)c1ccccc1C	1658	1650
COc1ccc(OC)c(Cc2nnc(CCC(=O)N3CCC(N4CCCCC4)CC3)o2)c1	1879	1851
Cc1cccc(Nc2ncnc(N)c2[N+](=O)[O-])n1	1583	1575
C/C(=N\NC(=O)c1ccc(C)cc1C)c1ccc2c(c1)OCO2	1619	1406
O=[N+]([O-])c1ccc(O)c(/C=N/Nc2nc3ccccc3[nH]2)c1	1708	1419
O=C(O)COc1ccc(/C=N/n2c(COc3ccccc3)nc3ccccc3c2=O)cc1	1836	1590
N#Cc1ccc(-c2csc(NC3=NCCCCC3)n2)cc1	1731	1421
Cc1cc(NC(=O)C2CCCN2C(=O)Nc2cccc(Cl)c2)ccc1-n1cnnn1 (stereo not drawn)	1623	1299
O=C(Cn1[nH]c(=O)c2ccccc2c1=O)Nc1ccc2c(c1)CCC2	1960	1727
CC(Cl)C(=O)c1c[nH]c2ccccc12 (stereo not drawn)	1883	1454
COc1ccc(C(=O)NCC(=O)OCC(=O)NC2CCCC2)cc1	2121	1619
CC1C(=O)NN=C1C(=O)N/N=C\c1ccc(O)cc1O (stereo not drawn)	1988	1948
c1coc(CNc2c3c(nc4ncnn24)CCCC3)c1	1948	1540
CCOC(=O)C1(CCCc2ccccc2)CCN(C(=O)CCN2CCCCC2=O)CC1	1889	1416
CN(c1ccc(OCC(=O)OCC(=O)Nc2ccccc2)cc1)S(=O)(=O)c1ccc(F)cc1	1579	1646
O=C(CN=C1NS(=O)(=O)c2ccccc21)OCC(=O)c1cc(F)ccc1F	1710	1372
C=CCNC(=S)N/N=C/c1ccc(C)c([N+](=O)[O-])c1	1989	1784
COCCn1c(SCC(=O)Nc2sccc2C(N)=O)nnc1-c1ccncc1	1639	1747
Cc1ccc(/C=C2\SC(=S)N(CCCC(=O)Nc3nccs3)C2=O)cc1	1713	1560
Cc1cc(C(=O)CCC(=O)N2CCN(c3ccccc3F)CC2)c(C)s1	1663	1446
O=C(O)c1ccc(-n2cccn2)c([N+](=O)[O-])c1	1561	1723
Cc1ccn2c(NCc3ccccc3)c(-c3cccs3)nc2c1	2112	1754

Compounds from the list above that have an aryl methoxy group, in the order listed:
SMILES	SRC1 TRFRET art	SRC3 TRFRET art
COc1ccc(N(CC(=O)NCCc2ccc(Cl)cc2)S(=O)(=O)c2c(C)[nH]c(=O)[nH]c2=O)cc1	1492	1570
COc1ccc(N2C(=O)CSC(c3ccccc3)C2=O)cc1 (stereo not drawn)	1743	1713
COc1ccc(CNc2oc(-c3cccc4ccccc34)nc2P(=O)(OC)OC)cc1	1774	1619
COc1ccc(OC)c(C2C3=C(CC(C)(C)CC3=O)Nc3nnnn32)c1 (stereo not drawn)	1851	1416
C/C=C/c1ccc(OCCSc2nc(C)cc(=O)[nH]2)c(OC)c1	1647	1417
COc1ccccc1NC(=O)Nc1ccc(Cc2ccncc2)cc1	1716	1609
COc1cc2oc(=O)c3c(c2cc1OCC(=O)c1c(C)n(C)c2ccccc12)CCCC3	1424	1512
CCOC(=O)c1c(CN2CCN(C)CC2)n(C)c2cc(Br)c(OC)cc12	1892	1315
COc1ccc(OC)c(Cc2nnc(CCC(=O)N3CCC(N4CCCCC4)CC3)o2)c1	1879	1851
COc1ccc(C(=O)NCC(=O)OCC(=O)NC2CCCC2)cc1	2121	1619

Later entries:
SMILES	SRC1 TRFRET art	SRC3 TRFRET art
CC1(C)COC2(OC1)C(=O)N(CN1CCOCC1)c1ccccc12	1599	1525
COc1cc(OC)c(C2SCCCS2)cc1OC	1676	1530
Cc1ccc(-n2nc3c([n+]2[O-])CCc2c-3no[n+]2[O-])cc1	1810	1575
COCCNC(=O)c1ccccc1NC(=O)c1ccccc1N(C)S(C)(=O)=O	1687	1666
CC(NCc1cccs1)c1ccccc1 (stereo not drawn)	1734	1547
COc1ccc(/C=N/Nc2ccc([N+](=O)[O-])cc2S(=O)(=O)N2CCN(C)CC2)cc1	1954	1518
C/C(=N\N1CCN(C)CC1)c1ccc(OC(F)F)cc1	1771	1604
Cc1ccc(/C=C/C(=O)NCc2cccs2)c(C)c1	1779	1548
NC(=O)Cc1c[nH]c2cccc(O)c12	1653	1368
CCCCSCCCNC(=O)Nc1ccc(C)c(C)c1	1727	1585
COc1ccc(N(CC(=O)Nc2cccc(SC)c2)S(C)(=O)=O)cc1	1808	1556
Cc1ccc(C)n1-c1ccc(C(=O)NN)cc1	1884	1619
O=C(O)Cc1ccc(NC(=O)c2cnccn2)cc1	1533	1517
Cc1cc(C)cc(-n2c(C)cc(/C=N/NC(=O)c3ccncc3)c2C)c1	2092	1610
Cc1[nH][nH]c(=O)c1C(c1ccc(-c2ccc(F)cc2)o1)c1c(C)[nH][nH]c1=O	1831	1730
Fc1ccc(NC(=S)N2CCn3cccc3C2c2cccnc2)cc1 (stereo not drawn)	1796	1477
COC(=O)c1sccc1NC(=S)Nc1ccc(F)cc1F	1730	1702
COc1ccc(CCNc2cc(C)nc3c(-c4ccccc4)cnn23)cc1OC	1946	1683
O=C(NCc1ccccc1)NCc1cccs1	1846	1763
CCOc1cc(/C=C2/C(=N)N3OC(C)=CC3=NC2=O)ccc1OC(=O)c1ccco1	1803	1700
CCOC(=O)c1c(NC(=O)C2CCN(S(=O)(=O)c3ccc(Cl)cc3)CC2)sc2c1CCCC2	1621	1576
COc1ccc(NS(=O)(=O)c2cc(NC(=O)C3CCCCC3)ccc2N2CCOCC2)cc1	1645	1507
CC(C)c1csc(CN2CCN(Cc3ccc(F)c(F)c3)C(CCO)C2)n1 (stereo not drawn)	2023	1621
COC(=O)c1ccc(CN2CCC(CO)(Cc3ccccc3Cl)CC2)cc1	1648	1399

Entries of single compounds, quoted from the list.
O=C(CNC(=O)c1ccc2c(c1)OCO2)N/N=C(Br)/C=C/c1ccccc1 is entered as SRC1 TRFRET art: 1590; SRC3 TRFRET art: 1514
O=C(O)c1ccc(-n2cccn2)c([N+](=O)[O-])c1 is entered as SRC1 TRFRET art: 1561; SRC3 TRFRET art: 1723

Later entries:
SMILES	SRC1 TRFRET art	SRC3 TRFRET art
CN1CCN(Cc2nc3ccccc3c(=O)n2Cc2nc(-c3cccc([N+](=O)[O-])c3)cs2)CC1	2027	1786
COc1ccc(N(C)S(=O)(=O)c2cccc(C(=O)Nc3nnc(C4CC4)s3)c2)cc1	1800	1503
CC(=O)NNS(=O)(=O)c1ccccc1[N+](=O)[O-]	1582	1458
Cc1ccc(C(=O)COC(=O)CCCC(=O)Nc2cc(C(F)(F)F)ccc2Cl)cc1C	1803	1870
COc1ccc(C(=O)OCC(=O)Nc2ccc(Cl)c(C(F)(F)F)c2)c(OC)c1OC	1821	1488
COc1cc2c(cc1OC)C(C(=O)NCC1COc3ccccc3O1)C(c1cccnc1)N(C)C2=O (stereo not drawn)	1900	1465
CC(/C=C1\SC(=O)N(CCCC(=O)O)C1=O)=C\c1ccccc1	1951	1745
CC(C)(Oc1ccc(Cl)cc1)C(=O)NC1=NN(c2ccccc2)C(=O)C1	1732	1476
O=C(c1ccc(F)cc1)N1CCN2C(=O)c3ccccc3C12c1ccc(Cl)cc1 (stereo not drawn)	1781	1566
Cc1ccc(Cl)cc1N1CCN(Cc2cc(=O)n3ccsc3n2)CC1	1785	1638
Cc1cc(C)n(Cc2ccccc2F)c(=O)c1C#N	1900	1679
CCOC(=O)/C=C1\SCC(=O)N1CC(=O)NC(C)c1ccc(F)cc1 (stereo not drawn)	1800	1617
Cc1cccc(NC(=O)CSc2nc3[nH]ncc3c(=O)[nH]2)c1	1396	1393
Cc1c(NS(=O)(=O)c2ccc(N3CCCCC3)c([N+](=O)[O-])c2)c(=O)n(-c2ccccc2)n1C	1684	1626
CCN(CC)S(=O)(=O)c1ccc2c(c1)c(=O)c(C(=O)N1CCOCC1)cn2C	2012	1465
O=C(CN1C(=O)NC2(CCCC2)C1=O)N1CCN(S(=O)(=O)c2ccccc2)CC1	1600	1565
COc1ccc(-c2cc(C(=O)NCc3cn(C)nc3C)c3ccccc3n2)cc1OC	1613	1512
CCOC(=O)C1CCN(C(=O)COc2ccc(Br)cc2Br)CC1	1886	1434
CCOc1cc(C(=O)N/N=C/C2CC=CCC2)cc(OCC)c1OCC (stereo not drawn)	1801	1575
CCC(C)NCCOCCOc1ccc(Br)cc1 (stereo not drawn)	1684	1448
CS(=O)(=O)NN1C(=O)c2ccccc2NC1c1cccc2cccnc12 (stereo not drawn)	1811	1759
CCOC(=O)C1(CCc2ccccc2)CCN(C(=O)C(C)n2cncn2)CC1 (stereo not drawn)	1723	1540
COc1cccc(CNC(=O)CCNS(=O)(=O)c2cccc3nsnc23)c1	1628	1283
COc1ccc(C)cc1NC(=O)C(Sc1nnnn1C)c1ccccc1 (stereo not drawn)	1687	1674
O=S(=O)(Nc1ccccc1N1CCCCC1)c1ccc(F)cc1F	1809	1424
CC(C)Cn1c(-c2ccco2)nc2c(c(=O)c3ccccc3n2C)c1=O	1596	1654
Cn1c(=NC(=O)COc2ccccc2)sc2ccccc21	1683	1471
O=[N+]([O-])c1ccc(/C=C/c2nc3ccc([N+](=O)[O-])cc3[nH]2)cc1	1706	1563
C=CCNC(=O)C1CCN(C(=O)c2ccc(-c3ccccc3)cc2)CC1	1642	1553
CC1CC(C)CN(C(=O)/C(=C\c2ccccc2)c2ccccc2)C1 (stereo not drawn)	1955	1515
CCOC(=O)/C(=C\C=C1/Sc2ccccc2N1CC)C(C)=O	1947	1616
COc1ccc(N2CC(C(=O)OCC(=O)c3ccc(C)cc3)CC2=O)cc1 (stereo not drawn)	1667	1573
CC(C)(C)OC(=O)N1CCC[C@H]1C(=O)NCc1ccc(Cl)cc1Cl	1578	1637
COc1ccc(CN=C2NC(=O)CC(C(=O)Nc3ccccc3C)S2)cc1 (stereo not drawn)	1769	1392
COc1ccccc1/C=C/C(=O)NNC(=O)c1cccs1	1859	1499
